# BaF3 tox – reduces parental Ba/F3 cell viability, JAK2V617F counter-screen; CellTiter-Glo ATP luminescence; inhibition, % at 5.6 µM; actives 1.1% (n = 220,000); AID 1486;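 active = inhibition above a per-campaign cutoff, the mean inhibition of all tested compounds plus 3 SD, cut at about 27% in these data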;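 also: 0% = DMSO wells and 100% = JAK Inhibitor I control wells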
# S1P4 antagonist – blocks the human S1P4 receptor; AID 1510; O95977; inhibition, % at 4.98 µM; S1P4-expressing cells, antagonist mode, reporter read-out; actives 0.26% (n = 220,000); in the data active = inhibition above about 29%;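 also: 0% = wells stimulated with agonist and 100% = vehicle wells without agonist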
# PERK inhibitor – blocks human PERK kinase. Q9NZJ5. CHO PERK-DD fusion, SEAP luminescence translation reporter. inhibition, % at 5.6 µM. actives 0.17% (n = 220,000);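 active = inhibition above the mean inhibition of all tested compounds plus 3 SD, set separately per screening campaign, cut at about 2.9% in these data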;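 also: PERK kinase domain activated by AP20187 dimerizer at 100 nM; 0% = DMSO with dimerizer and 100% = rapamycin at 8.4 µM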
# S1P4 ag – activates the human S1P4 receptor; actives 0.35% (n = 220,000); O95977; activation, % at 4.98 µM; S1P4-expressing cell line, agonist reporter assay; in the data active = activation above about 11%;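 also: 0% = DMSO vehicle and 100% = reference agonist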
# Ba/F3 V617F tox – loss of viability in JAK2V617F-driven Ba/F3 cells; Ba/F3 EpoR-JAK2V617F viability, ATP luminescence; inhibition, % at 5.6 µM; actives 1.1% (n = 220,000);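 active = inhibition above the campaign mean plus 3 SD over all tested compounds, cut at about 24% in these data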;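 also: cytokine-independent growth of Ba/F3 cells driven by EpoR plus mutant JAK2; 0% = DMSO-treated cells and 100% = JAK inhibitor I control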
# TRPN1 ag – agonists of zebrafish TRPN1 channel | HEK293 zebrafish TRPN1-YFP, Fluo-8 calcium fluorescence; 100% = response to 87 µM carbachol | activation, % at 3 µM | actives 0.18% (n = 220,000);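 active = activation above its plate's cutoff, the mean activation of test wells on that plate plus 3 SD, cut at about 19% in these data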;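 also: 0% = DMSO alone and 100% = 87 µM carbachol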
#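 System: zebrafish TRPN1-YFP in HEK293 cells / Dosing: 3 µM single point / Timing: dye loading 1 h at 37 °C, then 30 min room temperature / Signal: Fluo-8 calcium fluorescence, excitation 470-495 nm, emission 515-575 nm / Read-out basis: percent activation from peak over basal fluorescence ratio, control-normalized / Control set: high carbachol 87 µM, low DMSO alone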
# EP2 modulator – modulates human prostaglandin E2 receptor EP2 signaling | EP2-expressing cells, cAMP HTRF FRET, PGE2 co-stimulation | P43116 | AID 940 | induction, % at 25 µM | actives 0.83% (n = 260,000);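 active = compounds whose cAMP rise, as percent of the full-agonist control response, exceeds 60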;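 also: rat C6 glioma line stably carrying human EP2 under a CMV promoter; the protocol text gives 20 µM as final concentration; 100% = response of wells given 1 µM PGE2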
# Target sequence (P43116 whole entry, looked up): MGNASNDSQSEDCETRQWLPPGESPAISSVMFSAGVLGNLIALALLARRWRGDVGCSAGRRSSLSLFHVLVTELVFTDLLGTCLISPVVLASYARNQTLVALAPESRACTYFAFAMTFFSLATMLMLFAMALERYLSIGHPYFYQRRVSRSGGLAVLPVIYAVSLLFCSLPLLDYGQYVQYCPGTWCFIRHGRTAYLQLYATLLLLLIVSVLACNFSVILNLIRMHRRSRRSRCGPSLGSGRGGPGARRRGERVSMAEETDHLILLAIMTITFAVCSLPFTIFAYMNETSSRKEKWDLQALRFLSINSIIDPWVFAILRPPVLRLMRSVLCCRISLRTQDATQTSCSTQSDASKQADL
# Calpain2 inh – blocks pig calpain II enzyme activity; inhibition, % at 16 µM; AID 1236; actives 0.37% (n = 220,000); purified calpain II, fluorogenic peptide substrate, 30 min;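 active = inhibition above about 50%, limit read from the data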
# TRPML3 ag – human mucolipin-3 channel agonism; activation, % at 3 µM; HEK293 TRPML3-YFP, Fluo-8 calcium fluorescence; 100% = the carbachol control signal; AID 1448; actives 0.29% (n = 220,000);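 active = activation above its plate's cutoff, the mean activation of the plate's test wells plus 3 SD, cut at about 12% in these data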;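 also: 0% = DMSO only wells and 100% = carbachol wells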
# Target sequence (Q8TDD5 whole entry, looked up): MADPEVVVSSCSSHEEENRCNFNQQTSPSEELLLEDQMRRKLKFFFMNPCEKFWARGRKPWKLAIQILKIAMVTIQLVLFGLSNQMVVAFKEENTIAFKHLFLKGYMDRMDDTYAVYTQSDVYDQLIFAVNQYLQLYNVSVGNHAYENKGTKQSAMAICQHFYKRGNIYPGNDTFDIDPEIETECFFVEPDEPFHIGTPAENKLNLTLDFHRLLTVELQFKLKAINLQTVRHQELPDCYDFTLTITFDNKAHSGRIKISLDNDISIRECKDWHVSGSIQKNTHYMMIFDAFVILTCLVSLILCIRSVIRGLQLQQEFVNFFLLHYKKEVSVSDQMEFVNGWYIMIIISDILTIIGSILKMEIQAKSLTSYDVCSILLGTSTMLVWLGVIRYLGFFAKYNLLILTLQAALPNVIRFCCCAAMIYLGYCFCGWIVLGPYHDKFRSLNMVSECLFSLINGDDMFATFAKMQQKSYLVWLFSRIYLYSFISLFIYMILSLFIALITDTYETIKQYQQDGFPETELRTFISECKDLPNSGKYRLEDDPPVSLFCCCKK
#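 system = HEK293 cells stably carrying human TRPML3-YFP | doses = one concentration, 3 µM nominal, 0.3% DMSO | timing = dye loading 1 h 37 °C then 30 min ambient, 125 s read | detection = Fluo-8 calcium dye fluorescence, ex 470-495, em 515-575 nm | benchmarks = high control carbachol 87 µM, low control DMSO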
# Numbers without * were called inactive.
SMILES,BaF3 tox,S1P4 antagonist,PERK inhibitor,S1P4 ag,Ba/F3 V617F tox,TRPN1 ag,EP2 modulator,Calpain2 inh,TRPML3 ag
Nc1nonc1C(=O)NCCNCc1ccccc1OCc1ccccc1F,7,-1,-1.3,0.5,4,-0.2,15,14,0.7
Cc1ccc(C(=O)N/N=C2\CCc3ccccc32)c(C)c1,3,-3,0.8,0.9,-2,2.3,-93,4,0.6
CC1CCCC(C)N1CCNC(=O)Nc1ccc(Cl)cc1 (centres undefined),1,11,-0.6,-5.2,-4,-0.2,-9,-16,0.8
Cc1cc(C)n(/C(=C\N(C)C)C(=O)c2ccc(Cl)cc2)n1,6,4,0.7,-2.1,2,0.8,15,-16,0.6
CNC(=O)/C(C#N)=C/c1ccc(-c2ccc(OC)cc2[N+](=O)[O-])o1,5,-5,-0.2,-3.1,0,-0.2,-16,-6,0.7
CC1CCc2ccccc2N1C(=N)N(C)C (centres undefined),5,15,1.5,1.3,0,0.3,29,-15,0.8
CCOC(=O)c1cccc(NC(=O)CN2C(=O)C3C4C=CC(C4)C3C2=O)c1 (centres undefined),7,-7,0.9,0.0,4,1.5,5,-4,0.1
CCn1cnc2cc(NCc3ccc(OC)cc3)ccc21,3,7,-1.1,0.1,-2,-0.5,-17,-30,0.4
C=C(C)c1cccc(C(C)(C)NC(=O)Nc2ccccc2OCC)c1,3,-7,0.2,0.8,-2,-4.0,-18,6,0.4
C/C(N)=C(/C#N)C(=O)COC(=O)CNC(=O)c1ccc(Cl)cc1Cl,11,1,0.5,1.5,6,0.7,-5,4,0.6
CCOc1cc(C(=O)Nc2ncccn2)cc(OCC)c1OCC,4,-3,-0.6,2.3,2,1.7,12,14,0.6
O=C(/C=C/c1ccc(Cl)cc1Cl)NC(=S)Nc1ccccn1,3,-7,0.5,-3.3,4,2.1,-18,22,-0.9
O=C(NCc1cccnc1)c1ccc(Cl)c(S(=O)(=O)Nc2ccccc2C(=O)NCc2cccnc2)c1,5,-10,0.2,2.5,4,-0.6,23,-18,-0.2
O=C(NC(=S)NC1CCSC1=O)c1ccccc1Cl (centres undefined),-1,4,-0.2,1.2,-2,0.7,-2,6,0.4
Cc1cc(Nc2ccc(C)c(Br)c2)n2nc(C)nc2n1,3,3,0.2,1.0,-3,-1.4,8,-39,-0.3
Cc1ccc(S(=O)(=O)N(CC(=O)NC2CCCCCC2)c2ccccc2F)cc1,5,-12,-1.3,2.3,-1,0.2,1,-1,0.7
Cc1cc(=O)oc2ccc(OC(C)C(=O)O)cc12 (centres undefined),4,-22,-0.5,1.1,2,2.1,14,-50,1.2
CCN(CC)CCNC(=O)c1ccc(NS(=O)(=O)c2ccc3c(c2)OCCO3)cc1,3,-19,0.7,1.6,-3,1.2,-6,-23,0.9
NC(=S)N=Nc1c(O)[nH]c2cc(F)c(F)cc12,8,1,0.8,-1.6,6,0.8,2,21,0.1
CCOC(=O)Cc1csc(NC(=O)COc2ccc(C)c(C)c2)n1,7,-7,0.6,-0.4,-1,-1.4,-13,-13,0.3
c1ccc2cc3c(NCCN4CCOCC4)ccnc3cc2c1,19,-47,0.3,2.2,4,1.4,-29,-203,0.3
Cc1ccc(N(C(=O)CNC(=O)c2ccco2)C(C(=O)NCC2CCCO2)c2ccccc2)cc1 (centres undefined),2,-17,-0.4,-0.1,-6,0.9,-36,6,0.5
COc1ccc(NC(=O)CC2C(=O)N(C)C(=S)N2Cc2ccco2)cc1 (centres undefined),3,-1,1.1,-1.7,-3,-0.3,4,4,0.7
Cc1cccc(C)c1NC(=O)CN1C(=O)S/C(=C\c2cccn2C)C1=O,-1,6,1.2,-1.2,1,1.3,25,2,0.5
CC(C)C(=O)Nc1ccc2c(c1)nc(CCN1CCN(C)CC1)n2C,4,-4,3.6*,1.7,1,-0.4,8,-8,0.4
CC(=O)C1C(=O)C=C(c2ccco2)CC1c1ccccc1 (centres undefined),14,-4,0.7,-0.3,0,-0.6,30,14,-0.5
CCOC(=O)C1=C(CSc2nc(C)cc(C)c2C#N)OC(N)=C(C#N)C1c1ccccc1 (centres undefined),-3,5,-0.6,-1.2,-4,1.5,22,-32,2.6
COc1ccc(Cn2nnnc2C(c2cc3cc(C)cc(C)c3[nH]c2=O)N2CCOCC2)cc1 (centres undefined),-1,-19,-1.2,-2.3,-3,-1.6,26,-6,0.3
O=C(Nc1cccc(Br)c1)/C(=C\c1cccnc1)NC(=O)c1ccco1,4,-5,0.8,-0.1,-4,-0.3,12,16,0.1
CC(=O)OC(C(=O)NCc1ccco1)c1cccnc1 (centres undefined),0,-12,0.3,-1.6,-5,1.5,0,-47,0.7
O=C(C1=C[C@@H](C2CCCCC2)C[C@@H](OCCCCO)O1)N1CCN(Cc2ccccc2)CC1,2,2,1.1,-2.5,-4,-1.2,3,22,-0.3
COc1ccc(OCCSc2nnc(CC(=O)Nc3cccc(Cl)c3Cl)n2C)cc1,2,-11,0.0,0.5,-1,-0.8,-9,17,0.3
O=C(CCc1nnc(CCc2ccccc2)o1)N1CCCC1c1nccs1 (centres undefined),6,2,-0.1,-0.8,1,1.2,24,-26,1.0
COc1ccc(C2CC(c3cccs3)=NN2C(=O)CSc2nc3c(cnn3-c3ccccc3)c(=O)[nH]2)cc1 (centres undefined),8,3,0.8,5.5,-4,-0.8,60,-109,0.6
COc1ccc(N(C)S(=O)(=O)c2cccc(C(=O)NC3=NCCS3)c2)cc1,-6,-9,0.2,-1.7,-5,-0.4,-63,20,2.7
Cc1cc([N+](=O)[O-])cc(C)c1OCC(=O)N/N=C/c1ccc(OC(=O)c2ccccc2Br)cc1,5,-4,0.2,1.0,1,1.0,-43,9,1.3
CC(C)CC(=O)O/N=C1\C(=O)N(c2ccccc2)c2ccccc21,3,5,1.2,-1.0,-3,-1.5,33,16,-0.2
CCCOC(=O)c1c(N)sc(C(=O)OCC)c1C,4,-14,-0.4,0.3,1,-1.2,41,3,-0.9
COCCNC(=O)C(c1cccs1)N(Cc1ccccc1)C(=O)Cn1nnc2ccccc21 (centres undefined),4,-6,0.0,-0.8,0,0.6,8,18,-0.6
COC(=O)c1ccccc1NC(=O)Cn1cnc2ccc(S(=O)(=O)N3CCC(C)CC3)cc2c1=O,3,-11,0.5,-1.0,-4,0.9,-24,18,1.1
CCOC(=O)COc1ccccc1/C=C\[N+](=O)[O-],-3,33*,0.5,-0.9,1,0.2,-64,3,2.9
CCN(CC)c1ccc(C2C(C(=O)Nc3ccccn3)=C(C)NC3=C2C(=O)CC(C)(C)C3)cc1 (centres undefined),4,-4,-2.2,0.2,3,0.4,11,-167,-0.2
CCOc1ccc(C(C)=O)cc1NC(=O)/C=C\C(=O)O,11,-1,0.6,0.4,7,1.1,16,-4,-0.1
CCCc1cc(C(=O)NNC(=S)Nc2cccc(C)c2)cs1,6,-6,0.7,4.4,2,-1.2,0,9,0.3
C/C(=N/NS(=O)(=O)c1ccc(C)cc1)c1ccc(NC(=O)C(F)(F)F)cc1,0,-9,0.5,2.7,-2,1.0,33,-11,0.7

# Exported as labelled records: three of the compounds above.
Cc1cc([N+](=O)[O-])cc(C)c1OCC(=O)N/N=C/c1ccc(OC(=O)c2ccccc2Br)cc1
  BaF3 tox: 5 | S1P4 antagonist: -4 | PERK inhibitor: 0.2 | S1P4 ag: 1.0 | Ba/F3 V617F tox: 1 | TRPN1 ag: 1.0 | EP2 modulator: -43 | Calpain2 inh: 9 | TRPML3 ag: 1.3

COC(=O)c1ccccc1NC(=O)Cn1cnc2ccc(S(=O)(=O)N3CCC(C)CC3)cc2c1=O
  BaF3 tox: 3 | S1P4 antagonist: -11 | PERK inhibitor: 0.5 | S1P4 ag: -1.0 | Ba/F3 V617F tox: -4 | TRPN1 ag: 0.9 | EP2 modulator: -24 | Calpain2 inh: 18 | TRPML3 ag: 1.1

CCOC(=O)COc1ccccc1/C=C\[N+](=O)[O-]
  BaF3 tox: -3 | S1P4 antagonist: 33* | PERK inhibitor: 0.5 | S1P4 ag: -0.9 | Ba/F3 V617F tox: 1 | TRPN1 ag: 0.2 | EP2 modulator: -64 | Calpain2 inh: 3 | TRPML3 ag: 2.9

# Going on with the list:
SMILES,BaF3 tox,S1P4 antagonist,PERK inhibitor,S1P4 ag,Ba/F3 V617F tox,TRPN1 ag,EP2 modulator,Calpain2 inh,TRPML3 ag
CC(C)C(=O)N=c1sc2cccc(F)c2n1C,0,-3,0.7,0.8,-3,-2.6,10,-14,-0.3
COc1ccc(S(=O)(=O)n2cnc3cc(C)c(C)cc32)cc1C,7,-9,0.3,-1.1,-3,-0.3,39,14,-0.1
Cc1ccc(C)c(NC(=O)CSc2nc3[nH]ncc3c(=O)[nH]2)c1,0,-15,0.9,-0.2,-6,0.0,20,14,0.6
CCCOC(=O)c1ccc(OCC(O)CN2C(=O)NC(C)(C)C2=O)cc1 (centres undefined),-1,-4,-0.6,0.0,-5,2.1,13,1,1.1
Cn1c(=O)oc2cc(S(=O)(=O)Nc3ccc4c(c3)OCO4)ccc21,5,6,0.1,-0.5,-4,0.5,-13,-31,0.0
CCOC(=O)c1sc2nc(N3CCOCC3)c3c(c2c1N)CCCC3,-2,-1,0.9,0.2,-5,0.9,14,-203,0.6
CCOC(=O)c1c(C)cc(C)[nH]c1=O,-3,-19,1.4,-2.5,-5,0.2,13,-36,-0.1
OC[C@@H]1CCCN1Cc1nc(-c2cccs2)no1,-2,0,1.6,-1.6,-1,-0.5,9,-27,0.6
COC(=O)c1[nH]c2cc(OC)ccc2c1NC(=O)c1nonc1C,3,-2,0.0,-0.1,2,-1.2,-25,-9,0.6
Cc1nc2ccccc2c(=O)n1/N=C/c1ccccc1O,3,9,0.1,0.0,-5,2.0,-25,16,1.7
O=C(C1CCCCC1)N(Cc1ccccc1)c1ccccn1,0,13,-1.1,-1.3,-1,-0.4,10,-4,0.2
O=C(NCCCN1CCCCCC1)c1ccc(N2CCCC2=O)cc1,-1,-6,0.2,0.1,-3,-0.9,20,8,0.2
CCSc1nnc(NC(=O)CC)s1,5,-6,2.1,0.6,-1,1.5,7,-29,0.1
CS(=O)(=O)NCc1nnc(SCC(=O)NC2CCCCC2)n1-c1ccc(F)cc1,1,10,0.9,1.7,0,-0.3,26,-50,0.4
CCOC(=O)C1=C(C)N(CCCC(=O)O)C(=O)NC1c1ccccc1OS(=O)(=O)c1ccc(C)cc1 (centres undefined),7,7,1.2,1.2,1,2.0,23,-27,0.6
Nc1nc2c(s1)C(=O)CCC2,4,-2,-0.3,-1.0,-1,0.2,10,-19,0.6
CCOc1cc(C2C3=C(CCCC3=O)N(CCC(=O)O)C3=C2C(=O)CCC3)ccc1OS(=O)(=O)c1ccc(C)cc1,9,-29,0.2,3.4,-1,2.5,13,-425,0.3
Cc1ccc(/C=N/NC(=O)C[n+]2ccccc2)s1,2,-12,-0.3,1.0,0,0.9,-6,-2,0.6
Cc1nnc(SCC(=O)N2CC(=O)Nc3ccccc32)n1C,1,1,-0.2,-2.8,-2,0.1,12,-43,0.4
CC1(C)C(=O)OC(c2cccs2)C(C)(C)C1=O (centres undefined),-2,-5,-0.4,-0.1,-3,-0.6,-9,6,0.2
COC(=O)c1c(NC(=O)CCCC(=O)O)sc2c1CCCCC2,4,-10,-0.4,-0.3,1,0.8,15,-33,0.1

# Compound activity from PubChem BioAssay.
